Compound activity from PubChem.
Scp1 inh = inhibitors of human Scp-1 phosphatase; Q9GZU7; Recombinant Scp1, phosphopeptide, malachite green phosphate absorbance; inhibition, % at 20 µM; 340,000 tested, 0.88% active;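 active = inhibition above about 50% at 20 µM, limit read from the data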;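 also: plate controls were DMSO wells with enzyme for no effect and wells lacking enzyme for full effect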
Target sequence (Q9GZU7 76-261 limits assumed): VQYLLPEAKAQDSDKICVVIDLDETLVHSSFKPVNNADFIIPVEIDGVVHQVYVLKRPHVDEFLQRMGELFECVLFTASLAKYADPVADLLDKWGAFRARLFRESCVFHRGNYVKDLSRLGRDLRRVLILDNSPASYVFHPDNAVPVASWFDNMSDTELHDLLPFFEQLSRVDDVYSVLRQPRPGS
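Test system: SCP-1 catalytic domain; Buffer or medium: Acidic Tris acetate buffer with magnesium and detergent; Also added: Phosphorylated 17-residue peptide substrate; Compound: single 20 µM dose, 1% DMSO; Schedule: enzyme reaction 45 min at room temperature, colour 5 min, stabilisation 30 min; Signal: Phosphate-binding colour reagent, absorbance read at 630 nm.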
SUMO1-SIM PPI = modulators of human SUMO1-mediated protein-protein interactions; SUMO1 binding to a labelled peptide, TR-FRET, 1 h; 360,000 tested, 0.33% active; P63165; AID 602429; inhibition, % at 20 µM; in the data active = inhibition above about 37%
NadD block = inhibitors of Staphylococcus aureus NadD. purified NadD enzyme, colorimetric absorbance read-out. inhibition, % at 20 µM. 360,000 tested, 0.78% active. AID 602399; in the data active = inhibition above about 26%; also: some compounds past the cut are filed as inactive
CSN inh = CSN deneddylation inhibition; Q92905; Purified CSN, SCF-Nedd8-OG deneddylation, fluorescence polarization; inhibition, % at 12.5 µM; 360,000 tested, 0.38% active;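 active = pattern-corrected inhibition above about 35%, with an unprinted fluorescence ratio check between 0.5 and 1.5, limit read from the data, passing the limit was not always enough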;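 also: 0% = enzyme with substrate and 100% = substrate without enzyme; some results filed as inactive read as strong as hits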
Target sequence (Q92905 whole entry, looked up, one chain of several): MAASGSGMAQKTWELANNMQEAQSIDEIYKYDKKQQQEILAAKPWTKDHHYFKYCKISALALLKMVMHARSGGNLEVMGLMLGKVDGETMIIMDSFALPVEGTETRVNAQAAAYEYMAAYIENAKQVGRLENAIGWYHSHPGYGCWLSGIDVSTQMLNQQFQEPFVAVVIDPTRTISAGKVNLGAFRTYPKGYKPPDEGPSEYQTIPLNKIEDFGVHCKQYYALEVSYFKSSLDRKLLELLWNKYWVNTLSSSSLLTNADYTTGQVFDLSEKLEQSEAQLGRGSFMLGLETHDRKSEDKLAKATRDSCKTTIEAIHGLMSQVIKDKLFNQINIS
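Schedule: reaction 90 min, room temperature / Assay system: HEK293T-derived human Csn5 enzyme / Input: Csn5 at 0.24 nM final / Measure: inhibition of Csn5 cleavage, % / Control set: substrate-only high control, full reaction low control / Technique: fluorescence polarization of the substrate / Buffer or medium: Tris/NaCl/DTT buffer, pH 7.5 / Reagent: SCFSkp2-Nedd8OG substrate at 10 nM final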
LMPTP inh = blocks human LMPTP phosphatase; P24666; recombinant LMPTP-A, OMFP fluorogenic substrate, fluorescence intensity; inhibition, % at 20 µM; 360,000 tested, 0.22% active;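 active = compounds that cut the enzyme signal by at least half of the control window in the single-dose screen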;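 also: plate controls were DMSO wells with enzyme plus substrate for no effect and substrate without enzyme for full effect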
Target sequence (P24666 whole entry, looked up): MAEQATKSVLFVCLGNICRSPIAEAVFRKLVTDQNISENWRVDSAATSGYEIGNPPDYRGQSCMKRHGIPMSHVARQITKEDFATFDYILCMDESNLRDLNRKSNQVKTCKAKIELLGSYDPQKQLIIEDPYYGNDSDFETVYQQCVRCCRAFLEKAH
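Buffer or medium: Bis-Tris pH 6.0, DTT, detergent; Assay system: LMPTP-A enzyme; Quantity: 0.625 nM enzyme; Detection: endpoint fluorescence intensity; Times: 50 min dark incubation at room temperature; Controls: substrate-only low control, DMSO enzyme-plus-substrate high control; Doses: single 20 µM dose; Read-out: percent inhibition versus substrate-only and uninhibited controls; Reagent: 400 µM OMFP.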
DNMT1 block = blocks human DNA methyltransferase DNMT1 | P26358 | AID 588458 | DNMT1 molecular beacon, Hinp1I cleavage, fluorescence | inhibition (reported as % activation of signal), % at 10 µM | 360,000 tested, 0.83% active; in the data active = inhibition above about 50%
TbMetRS inhib = Trypanosoma brucei MetRS inhibition; purified T. brucei MetRS, ATP depletion, Kinase-Glo luminescence; inhibition, % at 11.9 µM; 360,000 tested, 0.4% active;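 active = inhibition above a per-plate cutoff of the control wells' mean inhibition plus 3 SD, cut at about 5.5% in these data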;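 also: 0% = DMSO wells median and 100% = median of wells with control inhibitor compound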
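Material: T. brucei methionyl-tRNA synthetase, purified; reagent: substrates ATP, L-methionine and bulk Escherichia coli tRNA; dosing: 11.9 µM single point; timing: 15 min plus 2 h at 25 °C; detection: luminescence of leftover ATP; evaluation: % inhibition; control set: DMSO-only wells as low control; replicates: singlicate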
STEP block = inhibitors of human striatal-enriched phosphatase STEP; 360,000 tested, 0.25% active; AID 588621; inhibition, % at 20 µM; recombinant STEP, OMFP fluorogenic substrate, fluorescence; P54829;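 active = inhibition at 20 µM, scaled per plate between control wells, above about 37%, limit read from the data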;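 also: 0% = DMSO with enzyme and substrate and 100% = substrate only without enzyme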
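material = STEP tyrosine phosphatase | reagent = fluorogenic phosphatase substrate OMFP at 25 µM final | doses = single compound dose of 20 µM, 1% DMSO final | schedule = 20 min reaction, room temperature, in the dark | measured by = fluorescence, 480/540 nm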
Rpn11 inh = Rpn11 (human) deubiquitinase inhibition | calls only at 20 µM | O00487 | human 26S proteasome, Ub4-pepOG fluorescence polarization; 20S core pre-blocked with epoxomicin | 360,000 tested, 0.59% active;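 active = inhibition at 20 µM, scaled to each plate's controls, above about 33%, limit read from the data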
Target sequence (O00487 whole entry, looked up): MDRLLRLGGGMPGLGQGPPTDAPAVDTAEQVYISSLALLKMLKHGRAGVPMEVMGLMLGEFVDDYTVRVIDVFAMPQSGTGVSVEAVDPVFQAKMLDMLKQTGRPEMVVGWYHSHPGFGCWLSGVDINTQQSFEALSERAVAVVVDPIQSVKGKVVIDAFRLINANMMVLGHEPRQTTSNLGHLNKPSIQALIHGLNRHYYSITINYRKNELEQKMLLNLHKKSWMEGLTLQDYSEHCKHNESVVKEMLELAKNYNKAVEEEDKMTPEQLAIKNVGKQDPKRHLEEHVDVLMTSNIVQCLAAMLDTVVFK
MsrA inhibitor = inhibitors of bovine MsrA | inhibition, % at 15.5 µM | purified bovine MsrA, absorbance read-out | 360,000 tested, 0.75% active; in the data active = inhibition above about 4.5%;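 also: 0% = vehicle wells with enzyme and 100% = reference inhibitor wells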
Active calls of the source: *; i = inactive; · = not tested or not shown.

SMILES	Scp1 inh	SUMO1-SIM PPI	NadD block	CSN inh	LMPTP inh	DNMT1 block	TbMetRS inhib	STEP block	Rpn11 inh	MsrA inhibitor
CCOc1ccc(N(CC(=O)Nc2ccc(OC)cc2)C2=NC3CS(=O)(=O)CC3S2)cc1 (configuration not stated)	-4	3	-3	5	-1.4	1	-0.9	1	i	-0.5
Cc1cc(N2CCN(c3ccccc3F)CC2)nc2cc(O)ccc12	3	3	2	1	5.3	-8	-1.1	0	i	1.9
CN(CC(=O)Nc1ccccc1Cl)C(=O)C1CSC2(C)CCC(=O)N12 (configuration not stated)	-5	0	-1	-5	-1.6	3	-0.2	-2	i	-1.6
COc1ccc(CNC(=O)CCn2c(C)csc2=O)cc1	-7	5	-1	0	-0.9	1	0.0	2	i	0.8
CC1=C(C(=O)N(C(C)C)C(C)C)CC(CC(=O)NCc2ccco2)C(=O)N1CCC1=CCCCC1 (configuration not stated)	·	3	0	4	-1.7	5	-0.2	1	i	-0.8
Cc1ccccc1CC(=O)Nc1ccc2c(c1)c(=O)n(C)n2-c1cccs1	·	5	-2	3	-0.3	1	-0.1	3	i	0.8
COc1ccc(OCC(=O)N2CCc3c([nH]c4ccccc34)C2c2ccccn2)cc1 (configuration not stated)	-1	-2	3	-2	-0.8	-3	-0.4	-2	i	-0.3
Cc1ccc(C)c(NC(=S)N2CCC(NC(=O)c3ccccc3)CC2)c1	12	5	4	-3	-0.1	8	-0.6	1	i	-0.4
O=C(CN1C(=O)COc2ccccc21)N1CCc2ccccc2C1	-7	6	-4	-3	0.2	0	-1.0	1	i	-0.6
O=S(=O)(c1cccc(S(=O)(=O)N2CCCC2)c1)c1cccc(S(=O)(=O)N2CCCC2)c1	-11	-2	-12	0	-0.7	15	-0.4	1	i	0.0
CCOC(=O)c1ccc(S(=O)(=O)N2CCN(C/C=C/c3ccccc3)CC2)cc1	-7	2	-1	10	3.0	-2	-0.2	3	i	0.8
COc1ccc(-c2cc3nc(NCCCN(C)C)n(C)c(=O)c3s2)c(C)c1	·	-23	-3	-4	-0.3	2	0.3	3	i	1.9
O=C(CCCC1=NS(=O)(=O)c2ccccc2N1)N1CCN(c2ccc([N+](=O)[O-])cc2)CC1	-6	-20	-4	8	0.3	-1	3.4	0	i	1.1
CC1(C(=O)OCc2cc(=O)n3cc(Br)ccc3n2)CC1(Cl)Cl (configuration not stated)	-3	-23	-1	-7	1.9	1	-0.7	-2	i	2.3
CC(C)(C)C(=O)c1c(N)[nH]c(C(=O)c2ccccc2)c1-c1ccc(Cl)cc1Cl	·	5	3	3	1.2	·	-0.9	·	·	-0.6
O=C(O)c1nc(-c2ccccc2)n(-c2ccc(Cl)cc2)n1	-6	10	3	-3	-2.6	1	-0.8	-4	i	1.4
CCO[C@H]1OC(C(=O)NC2CC2)=C[C@@H](c2ccc3c(c2)OCO3)[C@@H]1CCCO	-5	0	-8	-4	-0.9	4	-0.4	0	i	-0.2
CC(C)N1CCN(Cc2cccn2-c2ccccn2)CC1CCO (configuration not stated)	-2	5	-2	-2	-0.4	2	-0.6	-3	i	0.6
COCCNC(=O)NC(=O)CSc1nc(C)c(C)c(C)n1	-7	5	0	-1	-1.0	0	0.4	-1	i	-0.6
Clc1ccsc1-c1ccnc(-n2cccc2)n1	3	0	-7	2	-0.2	4	-1.1	-4	i	1.0
CCn1c(CCCOc2ccc(Cl)cc2Cl)nnc1SCC(=O)Nc1cc(F)ccc1C	2	-3	8	3	3.2	-1	2.2	-1	i	2.2
CCCCN(C(=O)CSc1nnnn1C)c1c(N)n(Cc2ccccc2)c(=O)[nH]c1=O	-1	1	-1	0	-1.0	1	0.5	3	i	-0.2
O=C(NCc1ccccc1)Nc1cccc2ccccc12	-5	-8	-3	-7	0.9	0	0.0	1	i	1.1
COCCn1c(Cc2ccccc2)nnc1SCC(=O)NC(C)C	-8	4	0	-3	-1.4	4	-0.1	1	i	0.0
Cc1cc(C)c2c(=O)[nH]c(SCC(=O)Nc3ccccc3)nc2n1	3	3	-3	3	-0.4	3	-0.1	0	i	0.0

Next entries:
SMILES	Scp1 inh	SUMO1-SIM PPI	NadD block	CSN inh	LMPTP inh	DNMT1 block	TbMetRS inhib	STEP block	Rpn11 inh	MsrA inhibitor
CCOC(=O)c1ccc(NC(=O)Nc2ccc(F)cc2)cc1	-5	-2	-6	2	1.3	2	0.3	-3	i	1.7
CCC(=O)Nc1cccc(NC(=S)NC(=O)c2cccc(C)c2)c1	5	2	-1	-11	-0.6	-4	0.1	-4	i	0.2
CC1CCCC(C)N1/N=C/c1ccccc1Br (configuration not stated)	0	-1	-5	1	0.3	5	-1.0	-1	i	0.5
CCNC(=O)C1(C)CCN(C(=O)c2cc(OC)c(OC)c(OC)c2)C1 (configuration not stated)	·	3	-6	5	-1.2	4	0.0	0	i	-0.8
CC(C)CCC1=NN(C(=O)c2ccco2)C(O)(C(F)(F)F)C1 (configuration not stated)	-5	3	-3	-6	0.0	-2	-0.1	3	i	1.1
NC(=O)c1cnccc1C=Cc1ccccc1	3	-13	1	2	-1.6	0	-0.3	-2	i	0.1
COc1ccc(-c2cc3nc(-c4ccccc4)cc(N4CCN(C(=O)c5ccccc5)CC4)n3n2)cc1	·	-8	28	5	4.8	-6	-0.6	-1	i	1.1
Cc1ccc(C(=O)N/C(=C\c2ccc([N+](=O)[O-])cc2)C(=O)NCCc2ccccc2)cc1	-10	-5	6	2	0.0	9	-0.2	4	i	-0.3
CC(=O)Nc1ccc(S(=O)(=O)N2CCC(C(=O)NCc3ccncc3)CC2)cc1	-10	12	-8	6	-0.5	2	0.3	-2	i	-1.6
CCc1ccccc1NC(=O)CCC(=O)c1cccs1	-5	-8	6	3	-0.1	-3	-0.5	1	i	0.1
CC(OC(=O)Cn1cnc2ccccc2c1=O)C(=O)NCc1ccccc1 (configuration not stated)	-5	-1	-3	19	-3.1	1	-0.4	0	i	-1.0
O=S(=O)(Nc1ccon1)c1ccc(F)c(F)c1	-6	7	4	1	-0.1	3	0.5	0	i	-0.2
O=C(CCCn1c(=O)[nH]c2cc(Cl)ccc2c1=O)NCC1CCCO1 (configuration not stated)	-2	0	-2	-2	-0.9	1	-1.6	-3	i	-0.3
COc1ccc(OCC(=O)N/N=c2\oc3c(OC)cccc3cc2C(N)=O)cc1	8	23	2	1	-0.2	0	-1.5	0	i	1.2
Cc1cccc(C(=O)N2CCN=C2SCc2ccc([N+](=O)[O-])cc2)c1	0	-17	0	0	0.0	-1	0.0	3	i	2.4
O=C(O)CC(NC(=O)Cc1ccc([N+](=O)[O-])cc1)c1ccc2c(c1)OCO2 (configuration not stated)	3	-10	-5	-4	1.0	2	-0.7	-2	i	-0.2
CNC(=O)c1cc(C(=O)c2ccc(Cl)cc2)c(Br)[nH]1	-8	3	3	5	-1.4	0	0.8	0	i	-0.1
Cc1cccc(C)c1NC(=O)C(C)n1c(-c2ccc(=O)[nH]c2)nc2ccccc21 (configuration not stated)	·	3	·	0	-0.9	·	-0.6	·	·	-0.3
Cc1ccc(NC(=O)c2cc(N3C(=O)CCC3=O)ccc2N2CCOCC2)cc1	-6	11	6	-4	-0.7	1	-1.1	1	i	1.1
O=C(O)C1OCC2(CO1)COC(C(=O)O)OC2 (configuration not stated)	-3	0	-3	-6	-0.6	6	-0.1	-1	i	0.4
CC1CCCN1CC#CC(O)(c1ccccc1)c1ccccc1 (configuration not stated)	-4	-2	-1	-2	0.5	1	-0.3	-1	i	0.8
C/C(=N\NC(=O)C1CCCC1)c1ccc(Cl)cc1	-8	3	-7	2	-0.2	0	0.3	-2	i	1.6
CCc1ccc(Nc2nnc(SCC(=O)NC(=O)c3cccn3C)s2)cc1	-4	1	0	0	-1.5	6	-1.1	0	i	0.1
CCOC(=O)c1cnc2ccc(Br)cc2c1NCC(C)O (configuration not stated)	1	-7	-9	0	-2.2	2	-0.4	-9	i	1.0
CCOC(=O)c1cccc(P(=O)(C(C)(C)C)C(C)(C)C)c1	-11	-3	-4	7	-0.1	-2	-0.5	1	i	-0.6

Exported bar-delimited: entries from further up
mol | Scp1 inh | SUMO1-SIM PPI | NadD block | CSN inh | LMPTP inh | DNMT1 block | TbMetRS inhib | STEP block | Rpn11 inh | MsrA inhibitor
CC1CCCN1CC#CC(O)(c1ccccc1)c1ccccc1 (configuration not stated) | -4 | -2 | -1 | -2 | 0.5 | 1 | -0.3 | -1 | i | 0.8
Cc1ccc(NC(=O)c2cc(N3C(=O)CCC3=O)ccc2N2CCOCC2)cc1 | -6 | 11 | 6 | -4 | -0.7 | 1 | -1.1 | 1 | i | 1.1
CCc1ccc(Nc2nnc(SCC(=O)NC(=O)c3cccn3C)s2)cc1 | -4 | 1 | 0 | 0 | -1.5 | 6 | -1.1 | 0 | i | 0.1
CCNC(=O)C1(C)CCN(C(=O)c2cc(OC)c(OC)c(OC)c2)C1 (configuration not stated) | · | 3 | -6 | 5 | -1.2 | 4 | 0.0 | 0 | i | -0.8

Next structures.
SMILES	Scp1 inh	SUMO1-SIM PPI	NadD block	CSN inh	LMPTP inh	DNMT1 block	TbMetRS inhib	STEP block	Rpn11 inh	MsrA inhibitor
O=c1c2ccccc2nc(SCc2nnc(-c3ccccc3Br)o2)n1Cc1ccco1	-12	6	6	2	3.4	-1	0.6	2	i	0.5
CCSc1oc(-c2cccs2)nc1S(=O)(=O)c1ccccc1	-8	6	-7	-2	0.3	1	-0.4	4	i	2.5
CCN=c1scc(-c2ccco2)n1/N=C/c1ccc(OC)c(O)c1	-4	-14	5	6	0.9	-30	-0.7	-7	i	2.0
c1ccc(CC(Cc2ccccc2)c2ccccn2)cc1	-8	3	-2	-3	0.5	-4	-0.1	3	i	-0.5
Cc1ccc(N(Cc2cc3ccccc3[nH]c2=O)C(=O)c2cccs2)cc1C	-7	1	-5	1	3.1	-3	-0.8	-2	i	-0.7
CCOc1ccc(CCNC(=O)COC(=O)C2=NNC(=O)CC2)cc1OCC	2	4	-1	0	1.2	0	-0.1	-1	i	0.3
O=C(c1ccc(Cl)c(S(=O)(=O)N2CCCCC2)c1)N1CCCC1	-2	2	-5	4	-1.9	2	-0.4	-1	i	-1.2
Cc1ccc(-c2nc3ccccn3c2Nc2ccccc2)o1	-4	-6	2	1	-0.1	-4	-0.3	0	i	1.3
O=C(NCCN1CCOCC1)c1ccc2c(c1)N(Cc1ccccc1)C(=O)CS2	-4	-4	-1	-5	-0.3	-1	-0.4	-3	i	1.0
COc1cc2ccc(-c3ccc4ccccc4n3)cc2cc1OC	·	18	-4	0	-0.6	-18	-0.2	2	i	1.7
